D1 agonist = agonists of human D1 dopamine receptor. P21728. HEK293 T-REx D1 cells, calcium flux, agonist mode. activation, % at 2 µM. 360,000 tested, 1% active; in the data active = activation above about 30%; note: 0% is about no effect
Target sequence (P21728 whole entry, looked up): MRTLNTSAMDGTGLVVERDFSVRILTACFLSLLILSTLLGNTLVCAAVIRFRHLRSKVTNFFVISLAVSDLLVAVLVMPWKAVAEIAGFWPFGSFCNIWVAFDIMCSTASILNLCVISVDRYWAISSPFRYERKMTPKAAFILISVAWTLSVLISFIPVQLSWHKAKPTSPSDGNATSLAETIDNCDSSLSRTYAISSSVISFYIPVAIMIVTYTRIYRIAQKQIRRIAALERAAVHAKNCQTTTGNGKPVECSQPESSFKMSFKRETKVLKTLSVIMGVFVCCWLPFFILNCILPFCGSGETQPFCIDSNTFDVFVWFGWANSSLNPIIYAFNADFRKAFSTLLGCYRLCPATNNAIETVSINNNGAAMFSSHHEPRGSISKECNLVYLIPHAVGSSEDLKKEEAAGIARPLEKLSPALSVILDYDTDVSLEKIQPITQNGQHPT
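Tetracycline-induced HEK293 TREx D1 cells, force-coupled to calcium signalling, were dye-loaded with a no-wash calcium kit. Compound was pin-added after a 10 s baseline. Fluorescence was read kinetically at 1 cycle/s for 180 s, with calcium rises flagged as agonism.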
TRHR ag = activates the human TRH receptor | P34981 | 360,000 tested, 0.18% active | activation, % at 2 µM | TRHR cells, calcium flux fluo-8, FDSS agonist mode; in the data active = activation above about 30%; note: 0% is about no effect
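Steps: seed TRHR cells overnight; add fluo-8 no-wash Ca dye, RT 30 min–1.5 h; record 10 s baseline; pin-transfer compounds; monitor fluorescence 1 cycle/s for the agonist window. Calcium increases flag candidate agonists.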
D1 potentiator = potentiators of human D1 dopamine receptor | P21728 | HEK293 TREx D1 cells, calcium flux, dopamine EC20 potentiation | potentiation, % at 10 µM | 360,000 tested, 0.036% active | AID 504651; in the data active = potentiation above about 30%; note: 0% is about no effect
D1 antagonist = antagonists of human D1 dopamine receptor | HEK293 TREx D1 cells, calcium flux, dopamine EC80; hits give low values | AID 504652 | activity change, negative = inhibition, % at 10 µM | P21728 | 360,000 tested, 3.2% active; in the data active = activity change below about -30%; note: % is set by controls: 0 for no effect and ±100 for the full control effect
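Cells carrying a force-coupled, tetracycline-inducible human D1 receptor report calcium flux. Each well gets a 10 s baseline, compound with 180 s monitoring, then an EC80 dopamine stimulus with a second 180 s kinetic read.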
TRHR enhancer = allosteric enhancers of human TRH receptor; P34981; TRHR cells, fluo-8 calcium fluorescence, EC20 TRH enhancement; enhancement, % at 2 µM; 360,000 tested, 0.66% active; AID 493056; in the data active = enhancement above about 30%; note: 0% is about no effect
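Enhancer read-out: after compound pinning and an initial kinetic agonist-mode read, an EC20 of TRH (10 nM final) was injected and fluo-8 calcium signal (Ex 480/Em 530) followed at 1 s/cycle for 100 cycles in TRHR-expressing cells.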
D2 potentiator = D2 dopamine receptor (human) potentiation; HEK293 T-REx D2, calcium flux, EC20 dopamine potentiation; P14416; potentiation, % at 10 µM; 340,000 tested, 0.34% active;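 active = potentiation over 3 SD above the plate norm, cut at about 30% in these data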; note: 0% is about no effect
Target sequence (P14416 whole entry, looked up): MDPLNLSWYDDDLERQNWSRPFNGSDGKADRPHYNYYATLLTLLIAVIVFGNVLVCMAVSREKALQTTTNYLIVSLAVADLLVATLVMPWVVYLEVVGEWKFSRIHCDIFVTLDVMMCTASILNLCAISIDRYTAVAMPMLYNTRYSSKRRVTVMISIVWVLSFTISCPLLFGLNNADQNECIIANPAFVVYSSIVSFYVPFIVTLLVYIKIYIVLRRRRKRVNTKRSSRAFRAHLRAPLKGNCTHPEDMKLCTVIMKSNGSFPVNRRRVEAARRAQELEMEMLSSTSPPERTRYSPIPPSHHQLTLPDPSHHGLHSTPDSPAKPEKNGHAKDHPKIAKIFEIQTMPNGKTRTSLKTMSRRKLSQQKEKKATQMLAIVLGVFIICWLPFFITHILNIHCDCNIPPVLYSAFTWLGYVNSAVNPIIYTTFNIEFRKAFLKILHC
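Using a no-wash calcium dye in inducible, force-coupled HEK293 Trex cells expressing D2, we tracked fluorescence each second for 180 s after compound, then for 180 s after EC20 dopamine to detect augmented signalling.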
RXFP1 ag = activates the human relaxin receptor RXFP1; Q9HBX9; HEK293T-RXFP1 cAMP TR-FRET, 30 min; response scale: percent of porcine relaxin response, buffer zero; Potency, µM (top dose mostly 57.5 µM), for the others: at the highest dose activation, actives largely listed as activators; 370,000 tested, 0.3% active; note: potency is the fitted concentration of half-maximal effect; % is set by controls: 0 for no effect and ±100 for the full control effect; nearly all actives have a fitted effect of over 60% in size; many of its hits are not listed in these tables
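Agonist response is measured as cAMP accumulation in an RXFP1-transfected HEK293T line under PDE4 inhibition. Values are scaled between buffer-only and 29 nM porcine relaxin, and EC50s come from standard Hill equation fits.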
Apoferritin bind = binds horse apoferritin like a general anesthetic; apoferritin/1-aminoanthracene competitive binding, fluorescence; Potency, µM (highest dose often 77.5 µM), for inactives: top-dose activity change, negative = displacement, hits mostly inhibitors; 350,000 tested, 0.074% active; P02791; note: potency is the fitted concentration of half-maximal effect; % is set by controls: 0 for no effect and ±100 for the full control effect; nearly all actives have a fitted effect of over 20% in size
Target sequence (P02791 2-175 limits assumed): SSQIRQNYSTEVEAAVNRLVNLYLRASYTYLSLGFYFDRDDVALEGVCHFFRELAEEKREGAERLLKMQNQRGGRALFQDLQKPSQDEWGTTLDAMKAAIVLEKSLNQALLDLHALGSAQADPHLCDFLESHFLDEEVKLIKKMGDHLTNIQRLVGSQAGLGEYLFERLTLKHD
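Read-out: endpoint 1-AMA fluorescence, excitation 380 nm and emission 535 nm, after compounds sit 10 min at room temperature with 10 uM horse-spleen apoferritin in 50% saturated 1-AMA/PBS. Values come from four-parameter Hill fits.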
RXFP1 antagonist = blocks the human relaxin receptor RXFP1; Q9HBX9; HEK293-RXFP1, relaxin-stimulated cAMP HTRF, 30 min; hits give low values; activity change, negative = inhibition, % at 57.5 µM; 350,000 tested, 0.59% active; AID 1259400;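 active = activity change of -60% or lower, but not beyond a set lower limit; inconclusive = change between -60% and -40%, or beyond the set limit; inactive = change above -40%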; note: % is set by controls: 0 for no effect and ±100 for the full control effect
* marks the source's active call; other numbers are inactive results; u = inconclusive; x = not tested or not shown; & = joins results of further samples; [ ] = another dose, or the depositor's remark. Unless noted, calls come from the whole dose curve; as a rule, active = well fitted curve in the direction sought with a large enough effect; inconclusive = small, poorly fitted or top-dose-only effect, or another doubt; inactive = no such curve, though single readings can be large; an effect the other way counts as inactive or inconclusive. Not all compounds are listed; the hit share may differ from the screen's.

Second line of a record – D1 agonist | TRHR ag | D1 potentiator | D1 antagonist | TRHR enhancer | D2 potentiator | RXFP1 ag | Apoferritin bind | RXFP1 antagonist
Cc1ccc(C2(C)CC(C)(C)N(C(=O)CSc3nnc(C)s3)c3ccccc32)cc1 (stereo not drawn)
    1 | 0.1 | -4 | 4 | -2 | 0 | 0.4% | 0% | -15
CCOC(=O)N1CCN(c2cc(=O)n(-c3ccccc3Cl)c(=O)[nH]2)CC1
    -1 | 0.3 | -3 | -10 | 6 | 7 | 0.2% | -7% | x
O=C1CC(Sc2nnnn2C2CCCCC2)C(=O)N1c1ccccc1 (stereo not drawn)
    0 | -0.3 | -2 | 5 | 4 | 10 | 1.4% | -2% | 26
Cn1c(CNC2CCCCC2)nc2ccccc21
    1 | 0.0 | 1 | -6 | -1 | -17 | 2.2% | -3% | -6
O=C(CSc1ncnc2c1cnn2-c1ccccc1)NC1CCS(=O)(=O)C1 (stereo not drawn)
    5 | -0.2 | -4 | 12 | -4 | -4 | 3.0% | x | -5
CCN(Cc1ccccc1)C(=O)CCS(=O)(=O)c1cc2c(cc1Cl)NC(=O)CO2
    2&-1 | 0.0&-0.2 | -8&-2 | 13&1 | 2&10 | 0&6 | 1.7%&27% | -16%&0% | 3
Cc1ccc2nc(N(CCCN(C)C)C(=O)c3sc4ccccc4c3Cl)sc2c1
    10 | 0.8 | -1 | -2 | -4 | -11 | 9.6% | u | x
Cc1cc(OC(C)C)nc(-c2ccccc2O)n1
    1 | -0.9 | -4 | 12 | 1 | -3 | 0.7% | -12% | -14
Cc1cc(C)cc(NC(=O)CCC(=O)N2Cc3ccccc3Oc3ncccc32)c1
    17 | 2.0 | 3 | 16 | 10 | 3 | 0.2% | u | -4
CCOc1ccc(CCNC(=O)CN2CCN(Cc3ccc(F)cc3)C2=O)cc1OCC
    1 | 0.5 | 6 | 15 | 1 | -13 | 0.5% | -9% | -13
CCOc1ccc(C(=O)/C=C/Nc2ccc(S(=O)(=O)Nc3onc(C)c3C)cc2)cc1
    9 | 2.8 | -6 | -10 | -5 | -5 | 2.2% | -3% | -5
CC(OC(=O)c1cnccn1)C(=O)Nc1nc(-c2cccc([N+](=O)[O-])c2)cs1 (stereo not drawn)
    7 | -0.5 | -6 | -32* | -6 | -8 | 1.3% | x | -7
CCN1CCN(C(=O)CSc2nc(N)cc(N)n2)CC1
    1 | -0.1 | 2 | 16 | 0 | -1 | 0.2% | -2% | -1
CS(=O)(=O)N(CC(=O)O)c1cc(Cl)cc(Cl)c1
    4 | 1.0 | -8 | 15 | -3 | 18 | 0.2% | 1% | 0
CCCCc1ccc(NC(=O)Nc2c(C)n(C)n(-c3ccccc3)c2=O)cc1
    1 | -0.8 | -1 | 2 | 6 | 4 | 0.6% | -16% | 4
CC(O)c1c(OCc2ccccc2)ncnc1OCc1ccccc1 (stereo not drawn)
    19 | 0.2 | -3 | -22 | 2 | 0 | 0.0% | -14% | -28
CC(OC(=O)c1ccc2ncsc2c1)C(=O)NCc1ccccc1 (stereo not drawn)
    1 | -0.1 | -2 | -10 | -4 | -5 | -0.8% | -6% | x
COc1ccc(-c2cn3nc(N4CCCC(C(=O)NCc5ccccc5C)C4)sc3n2)cc1 (stereo not drawn)
    -1 | -0.2 | -1 | 8 | 1 | -8 | 1.0% | 7% | -13
COC(=O)c1cc(OC)c(OC)cc1NC(=O)c1cc(OC)cc(OC)c1
    2 | 0.2 | -2 | -12 | 6 | 10 | -1.6% | -4% | 9
O=C1CC(N2CCCN(C3CC(=O)N(c4ccc(F)cc4)C3=O)CC2)C(=O)N1c1ccc(F)cc1 (stereo not drawn)
    -1 | 0.0 | 0 | 4 | 1 | 2 | 0.3% | -3% | -14
COc1cc(F)ccc1S(=O)(=O)N1CCN(Cc2ccccc2)CC1
    3 | 0.1 | 1 | -14 | -1 | x | -3.6% | -5% | 0
CCc1cc(=O)oc2c3c(cc(OCC(=O)NCc4cccnc4)c12)OC(C)(C)CC3
    2 | 2.3 | 0 | -2 | -17 | 24 | 1.4% | -5% | x
Cc1ccc(OCCOC(=O)C2CCN(S(=O)(=O)c3ccc(C)c(C)c3)CC2)cc1
    7 | 2.6 | -2 | 4 | 8 | -2 | 0.1% | x | -18
O=C(CCNC(=O)c1ccc(Br)cc1)Nc1cccc(S(=O)(=O)N2CCCCCC2)c1
    3 | 0.3 | -8 | -2 | -1 | 5 | -0.4% | x | -8
COc1ccc(S(=O)(=O)NCC2CCCN(C(=O)CN3CCCCC3)C2)cc1 (stereo not drawn)
    1 | 0.9 | -5 | -1 | 4 | -2 | -0.2% | -1% | 8
CCOCCCNc1nc(C(F)(F)F)nc2c1nnn2Cc1ccccc1Cl
    11 | 0.2 | 7 | 35 | 3 | 5 | -4.0% | -6% | -3
CCOC(=O)c1ccc(N2C(=O)C3CCCN3C2=S)cc1 (stereo not drawn)
    2 | 0.9 | 2 | -25 | -5 | x | -0.5% | x | 2
CCN(CC)C(=O)c1cc2sc3ccccc3c2s1
    1 | 0.4 | -2 | 17 | 8 | 2 | -0.1% | u | -12
O=C(NCCCN1CCN(c2cccc(Cl)c2)CC1)c1cnn(-c2ccc(F)cc2)c1-n1cccc1
    10 | -1.5 | -4 | -22 | -1 | -5 | -0.1% | 0% | x
CCOc1ccc(NC(=O)NC2CCCc3ccccc32)cc1 (stereo not drawn)
    8 | -0.3 | -5 | -16 | -1 | 3 | 0.5% | -7% | 7

An excerpt of these results, tab-delimited.
SMILES	D1 agonist	TRHR ag	D1 potentiator	D1 antagonist	TRHR enhancer	D2 potentiator	RXFP1 ag	Apoferritin bind	RXFP1 antagonist
O=C(NCCCN1CCN(c2cccc(Cl)c2)CC1)c1cnn(-c2ccc(F)cc2)c1-n1cccc1	10	-1.5	-4	-22	-1	-5	-0.1%	0%	x
Cn1c(CNC2CCCCC2)nc2ccccc21	1	0.0	1	-6	-1	-17	2.2%	-3%	-6
O=C(CSc1ncnc2c1cnn2-c1ccccc1)NC1CCS(=O)(=O)C1 (stereo not drawn)	5	-0.2	-4	12	-4	-4	3.0%	x	-5

(list continues)
Second line of a record – D1 agonist | TRHR ag | D1 potentiator | D1 antagonist | TRHR enhancer | D2 potentiator | RXFP1 ag | Apoferritin bind | RXFP1 antagonist
CC(C)(OC1OC(CO)C(O)C(O)C1O)[C@H]1Oc2ccc3ccc(=O)oc3c2[C@H]1O (stereo partly drawn)
    -1 | 0.1 | -3 | -8 | 0 | -2 | 5.5% | -8% | x
Cc1ccc(OCC(=O)N(Cc2cccc(F)c2)C2CCS(=O)(=O)C2)cc1 (stereo not drawn)
    2 | 0.4 | 3 | -3 | 6 | 1 | 0.2% | 3% | -1
COc1n[nH]c(C(=O)Nc2nc3ccccc3s2)c1[N+](=O)[O-]
    0 | 0.7 | -10 | -19 | 4 | 4 | 2.2% | -3% | -14
CN(Cc1nc(-c2cccnc2)no1)S(=O)(=O)c1ccc(Br)cc1
    14 | -1.9 | -6 | -17 | 0 | 9 | -0.3% | 4% | -10
CCOC(=O)C(C#N)C(c1cccnc1)c1c(C)[nH][nH]c1=O (stereo not drawn)
    3 | -0.2 | -6 | 8 | -2 | x | 1.1% | -7% | -2
Cc1cccc(CS(=O)(=O)c2ncc(Cl)c(C(=O)Nc3nc4ccc(F)cc4s3)n2)c1
    -1 | 0.8 | -2 | -13 | -6 | 7 | -2.0% | u | x
CCOc1ccc(/C=C/C(=O)Nc2sc3c(c2C(=O)OC)CCC3)cc1
    -1 | -0.2 | -1 | -1 | -4 | 0 | 0.8% | 73%[activator] | x
c1ccc(-c2cc(-c3ccc(N4CCOCC4)cc3)nc3ccccc23)cc1
    0 | 0.4 | 12 | 16 | 1 | -12 | 8.1% | 143%[activator] | -6
COC(=O)c1ccccc1NC(=O)c1cc2nc(-c3ccccc3)cc(-c3ccccc3)n2n1
    4 | 0.8 | -2 | 10 | 10 | 4 | -0.8% | -11% | x
O=C(NCCc1ccc(F)cc1)NC12CC3CC(CC(C3)C1)C2
    0 | -0.1 | -14 | -3 | -6 | -26 | 3.4% | u | -11
O=S(=O)(c1ccc2nc(Nc3ccc(Br)cc3F)ccc2c1)N1CCCCC1
    2 | 0.9 | -6 | -11 | -3 | 4 | 18% | 368%[activator] | 6
CCOC(=O)CC1COCCN1Cc1cn(C)nc1-c1ccccc1F (stereo not drawn)
    3 | 1.3 | -4 | -6 | 5 | -10 | 2.8% | -4% | -5
Cn1nc(C(F)(F)F)c(-c2cccc(C(F)(F)F)c2)c1NC(=O)c1cccnc1
    6 | 1.2 | -5 | 2 | -12 | -8 | 1.4% | 0% | 2
CCCCc1nnc(NC(=O)CS(=O)(=O)Cc2ccccc2)s1
    -2 | 0.1 | -3 | -12 | -7 | -13 | 0.0% | -14% | -12
COc1ccc(/C=C/C(=O)O)cc1S(=O)(=O)N1CCc2ccccc21
    2 | 0.4 | -9 | 4 | 0 | -3 | 0.1% | 0% | -2
CN1N=C2c3ccccc3CCC2C1c1ccc(F)cc1 (stereo not drawn)
    1 | -1.3 | -2 | 7 | 1 | 11 | -3.5% | 30% | -3
O=c1nc2s/c(=C\c3ccc(-c4ccccc4[N+](=O)[O-])o3)c(=O)n2nc1-c1ccccc1
    4 | 0.8 | 0 | -1 | -10 | 16 | -0.4% | -5% | -8
COc1ccccc1CNC(=O)CC1N=C2c3ccccc3N=C(SCC(=O)Nc3ccc(F)cc3)N2C1=O (stereo not drawn)
    -2 | -0.8 | -1 | -11 | 3 | 3 | -2.0% | 11% | -8
CC1=Nc2ncnn2C(c2ccccc2)/C1=N\O (stereo not drawn)
    0 | -0.1 | -5 | 8 | -11 | -15 | 0.4% | -6% | 10
CC1CCCCN1C(=O)c1ccc(NC(=O)c2ccccc2Cl)cc1 (stereo not drawn)
    0 | 0.4 | -4 | x | -1 | -6 | 0.3% | -21% | 4
COc1ccc(C(=O)Nc2nc3ccccc3s2)c(OC)c1
    3 | 0.0 | 0 | -2 | 3 | 15 | 4.8% | -15% | -13
CC(=O)N/C(=C\c1ccc(C)o1)C(=O)NCc1ccccc1
    5 | -0.3 | 1 | 11 | 13 | 0 | 1.8% | -12% | 11

Compound activity as filed in PubChem.
